Screening data deposited in PubChem BioAssay by The Scripps Research Institute Molecular Screening Center.
ADAM10 inh: human ADAM10 inhibitors, primary screen, biochemical, QFRET, HTS | Disintegrin and metalloproteinase domain-containing protein 10 (Homo sapiens), O14672 | recombinant ADAM10, EDANS/DABCYL FRET peptide cleavage, 3 h | inhibition, % at 7 µM | hit rate 0.62% among 370,000;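 active = inhibition above a per-campaign cutoff equal to the mean of compounds falling between control-based bounds plus 3 SD, cut at about 20% in these data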;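 also: 0% = DMSO wells while the 100% control is not disclosed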
ssDAF-12 act: S. stercoralis DAF-12 nuclear receptor activators, primary screen, cell-based, luminescence, HEK293, GRIP1 co-expression, lit1-tk-luc; hit rate 1% among 370,000; HEK293 ssDAF-12/GRIP1 lit1-tk-luc reporter; % of 3 µM dafachronic acid response; Nuclear hormone receptor DAF-12 (Strongyloides stercoralis); AID 652126, 2013; activation, % at 6.8 µM;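 active = activation above the mean over all tested compounds plus 3 SD, cut at about 0.9% in these data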;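 also: 0% = DMSO-only wells and 100% = 3 µM delta7-dafachronic acid wells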
PLC-gamma1 inh: PLC-gamma1 enzyme inhibitors, primary screen, biochemical, fluorescence, purified enzyme; 1-phosphatidylinositol 4,5-bisphosphate phosphodiesterase gamma-1 (Homo sapiens), P19174; fluorogenic substrate; inhibition, % at 12.2 µM; hit rate 0.84% among 370,000; AID 720700, 2013; in the data active = inhibition above about 9.5%
DAX1 inh-1: DAX1 (NR0B1) inhibitors on StAR promoter, primary screen, cell-based, luminescence, SF-1 (NR5A1), full-length DAX-1; HEK293T StAR-luciferase reporter, SF-1/DAX-1 repression relief; inhibition, % at 6.8 µM; hit rate 1.1% among 370,000; AID 652010, 2013;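 active = inhibition above the mean over all tested compounds plus 3 SD, cut at about 3.6% in these data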;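 also: 0% = DAX-1 cells with DMSO and 100% = cells lacking DAX-1 with DMSO; higher inhibition means more luminescence from relief of DAX-1 repression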
HGIII-sPLA2 inh: human group III sPLA2 inhibitors, primary screen, biochemical, QFRET, BODIPY PC-A2 liposome substrate; Group 3 secretory phospholipase A2 (Homo sapiens), Q9NZ20; QFRET BODIPY PC-A2 liposome hydrolysis, fluorescence; inhibition, % at 12.2 µM; hit rate 0.56% among 370,000; AID 743126, 2013;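 active = inhibition above mean plus 3 SD of compounds lying within the high and low control bounds, cut at about 19% in these data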;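 also: 0% = median of test compound wells and 100% = no enzyme DMSO wells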
PLCb3 inh: human PLC-beta3 inhibitors, primary screen, biochemical, fluorescence; 1-phosphatidylinositol 4,5-bisphosphate phosphodiesterase beta-3 (Homo sapiens), Q01970; Purified PLC-beta3, fluorogenic substrate; inhibition, % at 12.2 µM; hit rate 0.18% among 370,000; in the data active = inhibition above about 11%;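 also: 0% = median of compound wells on plate and 100% = full blocker control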
Target sequence (Q01970 whole entry, looked up): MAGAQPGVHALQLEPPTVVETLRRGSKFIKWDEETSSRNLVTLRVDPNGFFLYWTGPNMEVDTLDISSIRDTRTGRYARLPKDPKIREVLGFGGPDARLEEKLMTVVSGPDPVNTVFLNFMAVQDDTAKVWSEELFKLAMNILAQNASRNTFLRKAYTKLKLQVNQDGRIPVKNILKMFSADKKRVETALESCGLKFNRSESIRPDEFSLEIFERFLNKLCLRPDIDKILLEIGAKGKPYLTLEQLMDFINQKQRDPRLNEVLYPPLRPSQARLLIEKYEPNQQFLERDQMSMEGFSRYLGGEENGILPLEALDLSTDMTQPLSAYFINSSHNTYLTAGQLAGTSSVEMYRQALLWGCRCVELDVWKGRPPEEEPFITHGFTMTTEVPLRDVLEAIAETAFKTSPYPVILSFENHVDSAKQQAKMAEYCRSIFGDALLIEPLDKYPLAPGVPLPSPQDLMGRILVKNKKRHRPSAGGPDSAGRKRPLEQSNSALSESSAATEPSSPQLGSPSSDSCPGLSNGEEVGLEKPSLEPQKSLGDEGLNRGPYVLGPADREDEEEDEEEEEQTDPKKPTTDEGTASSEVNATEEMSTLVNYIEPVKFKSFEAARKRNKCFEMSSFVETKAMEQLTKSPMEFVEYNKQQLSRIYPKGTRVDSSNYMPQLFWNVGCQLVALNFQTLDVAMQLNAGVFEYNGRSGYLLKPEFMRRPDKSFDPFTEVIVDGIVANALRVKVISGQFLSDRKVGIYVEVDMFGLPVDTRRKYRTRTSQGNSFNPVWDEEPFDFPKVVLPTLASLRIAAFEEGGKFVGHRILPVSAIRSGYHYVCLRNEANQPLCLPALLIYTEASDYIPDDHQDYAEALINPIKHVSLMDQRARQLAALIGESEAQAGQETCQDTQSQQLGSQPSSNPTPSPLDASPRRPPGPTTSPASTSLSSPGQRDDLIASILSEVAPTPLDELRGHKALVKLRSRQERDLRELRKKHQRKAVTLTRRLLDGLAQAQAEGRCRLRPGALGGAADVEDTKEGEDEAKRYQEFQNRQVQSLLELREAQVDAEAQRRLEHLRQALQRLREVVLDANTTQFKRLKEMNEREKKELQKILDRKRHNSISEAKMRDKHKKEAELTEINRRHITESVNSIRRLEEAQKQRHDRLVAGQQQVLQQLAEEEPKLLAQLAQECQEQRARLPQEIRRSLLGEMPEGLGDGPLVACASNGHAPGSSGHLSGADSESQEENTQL
hgDAF-12 ag: H. glycines DAF-12 receptor agonists, primary screen, cell-based, luminescence, HEK293, GAL4 fusion, UAS-luciferase; HEK293 GAL4-hgDAF12 UAS-luciferase reporter, agonist luminescence; normalized to butyrate control; activation, % at 6.8 µM; hit rate 1.8% among 370,000; AID 687014, 2013;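 active = activation above a cutoff set at the mean of all screened compounds plus 3 SD, cut at about 10% in these data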;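 also: 0% = DMSO wells and 100% = sodium butyrate wells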
ADAM17 inh: ADAM17 inhibitors, primary screen, biochemical, QFRET | Disintegrin and metalloproteinase domain-containing protein 17 (Homo sapiens), P78536 | recombinant ADAM17, EDANS/DABCYL FRET peptide cleavage | inhibition, % at 6.95 µM | hit rate 0.83% among 370,000 | AID 720648, 2013;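 active = inhibition above the mean of compounds lying between control limits plus 3 SD, set per campaign, cut at about 8.5% in these data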;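 also: 0% = DMSO-only wells as the low control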
hcDAF-12 act: H. contortus DAF-12 nuclear receptor activators, primary screen, cell-based, luminescence, HEK293, lit1-tk-luc reporter; HEK293 hcDAF-12 lit1-tk-luc reporter; 0% DMSO, 100% Δ7-dafachronic acid; activation, % at 6.8 µM; hit rate 1.4% among 370,000;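 active = activation above the mean of all tested compounds plus 3 SD, cut at about 5.5% in these data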;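 also: 100% = response to 3 µM Δ7-dafachronic acid high control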
DAX1 inh-2: DAX1 (NR0B1) inhibitors, primary screen, cell-based, HEK293, Gal4-DAX1, luciferase luminescence; AID 504766, 2011; HEK293 Gal4-DAX1 luciferase reporter; hit rate 0.99% among 340,000; inhibition, % at 6.75 µM; Nuclear receptor subfamily 0 group B member 1 (Homo sapiens), P51843;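 active = inhibition above the mean over all tested compounds plus 3 SD, cut at about 4.2% in these data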;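 also: 0% = DAX1-transfected cells with DMSO and 100% = empty-vector control cells with DMSO; inhibition shows as a rise in luminescence from relieved DAX1 repression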
FXN GAA850 act: FXN promoter activators, primary screen, cell-based, luciferase luminescence, HEK293 lucGAA850; HEK293 lucGAA850 FXN promoter luciferase reporter, 24 h; percent of 10 µM SAHA response; activation, % at 6 µM; hit rate 0.56% among 360,000; AID 540364, 2011;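 active = activation above the average of all compounds screened plus 3 SD, cutoff fixed separately per campaign, cut at about 7.5% in these data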;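 also: 0% = DMSO wells and 100% = 10 µM SAHA wells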
An asterisk follows results filed as active; i = inactive; · = no result given. This is a subset, so the mix of outcomes need not match the whole.

Second line of a record – hgDAF-12 ag | DAX1 inh-1 | HGIII-sPLA2 inh | PLCb3 inh | ADAM10 inh | PLC-gamma1 inh | hcDAF-12 act | ssDAF-12 act | FXN GAA850 act | DAX1 inh-2 | ADAM17 inh
> CC(C)CNc1c2c(nc3ccccc13)CCC2
 : 0.1 | -0.3 | -8 | -5 | 7 | 1 | -0.2 | -0.5 | -2.1 | 0.7 | -2
> Nc1c(C(=O)NCC2CCCO2)c2nc3ccccc3nc2n1Cc1ccco1 (centres undefined)
 : 3.5 | -0.7 | -4 | i | i | i | 1.3 | -0.8 | 2.0 | -0.1 | i
> CCCCNC(=O)Nc1ccc(C(O)(C(=O)OC)C(F)(F)F)cc1 (centres undefined)
 : 1.4 | 0.5 | 0 | 0 | 10 | 2 | -1.7 | -1.0 | -0.3 | -0.4 | -2
> O=c1[nH]c2cc(Cl)ccc2n1C1CCN(Cc2ccc(-c3nc4ccc(F)cc4nc3-c3ccccc3)cc2)CC1
 : 0.4 | -1.0 | -7 | -1 | -8 | -5 | 2.1 | -1.5 | · | · | 0
> Cc1ccnc(NS(=O)(=O)c2ccc(N=Cc3c(O)n(C)c(=O)n(C)c3=O)cc2)n1
 : -2.5 | 0.3 | -3 | -1 | 3 | 1 | -1.1 | -0.7 | 2.2 | 1.1 | -3
> O=C(O)CCn1cc(C=C2C(=O)NC(=O)NC2=O)c(-c2ccc(Br)cc2)n1
 : -1.9 | -0.1 | 0 | -14 | -23 | -16 | 3.6 | -1.1 | -1.1 | 0.7 | -8
> CC(=O)OC1(C)CC(C)C(=O)C(C(O)CC2CC(=O)NC(=O)C2)C1 (centres undefined)
 : -16 | -7.6 | 2 | 8 | -8 | 5 | -7.5 | -3.2 | -16 | -9.2 | 0
> C[C@]12CCC3C(CC[C@H]4C[C@@H](O)CC[C@]34C)C1C[C@@H](O)[C@@H]2O (some centres undefined)
 : -1.0 | -2.5 | 6 | -1 | -3 | 6 | -0.6 | -0.8 | -1.2 | 2.1 | 4
> Cc1cc(OC(=O)c2cccs2)c2c3c(c(=O)oc2c1)CCCC3
 : 1.9 | -1.7 | 4 | -14 | 7 | -2 | -1.8 | -1.7 | 1.6 | -2.3 | 4
> O=C(O)CCCOc1ccc(Cl)cc1Cl
 : -1.2 | 0.1 | 7 | -2 | -6 | -3 | -1.9 | -1.1 | -0.9 | 1.1 | -7
> COc1ccc(OC)c(N2C(=O)NC(=O)C(CCc3ccncc3)(CCc3ccncc3)C2=O)c1
 : 3.1 | 0.2 | -7 | 5 | 7 | -1 | 0.8 | -1.5 | 1.8 | 0.4 | 3
> CN(C)CCNC(=O)c1cccn(Cc2cc(C(F)(F)F)cc(C(F)(F)F)c2)c1=O
 : -4.2 | -0.1 | 2 | -12 | -174 | -8 | -1.2 | -0.7 | 2.2 | 0.1 | -57
> COc1cc2c(cc1OC)C(C(=O)NC(C)C)C1CCCCN1C2=O (centres undefined)
 : -0.8 | 0.3 | 8 | -12 | -4 | -35 | 1.5 | -0.9 | 1.0 | 1.4 | -9
> N/C(=N/[N+](=O)[O-])N1CCN(C(=O)c2ccc(Cl)cc2)CC1
 : -2.5 | 0.6 | -4 | 4 | -3 | 2 | -1.2 | -1.7 | 0.0 | 2.5 | -2
> COc1ccccc1N1C(=O)CC(=O)NC1=O
 : -0.4 | 0.1 | 2 | -7 | 5 | 1 | -0.8 | -0.8 | 0.1 | 1.1 | -4
> BrCC(Br)C1CCC(Br)C(Br)C1 (centres undefined)
 : 1.4 | 0.0 | 11 | 2 | -5 | 7 | 3.4 | -0.4 | 0.6 | 0.5 | -8
> S=P(c1ccccc1)(c1ccccc1)c1cnc2ccccn12
 : -0.3 | · | 3 | 1 | 7 | 5 | -1.4 | -1.9 | · | · | 2
> CCC(=O)N1CCN(CCN=Cc2c(O)n(C)c(=O)n(C)c2=O)CC1
 : -0.2 | 0.2 | 3 | -1 | -2 | -3 | 0.3 | -1.2 | 0.3 | 0.0 | -3
> CN1C2CCC1C(C(=O)Oc1ccccc1)C(c1ccc(Cl)cc1)C2 (centres undefined)
 : -1.3 | 0.2 | -5 | -2 | -8 | 1 | -0.6 | -1.2 | · | · | 1
> CCOP(=O)(OCC)C(NC(=O)c1ccccc1Cl)=C(Cl)Cl
 : 3.4 | -0.5 | 2 | 1 | 2 | -146 | -1.2 | -0.2 | -1.6 | 0.8 | -2
> CCCCCn1c(=O)c(C(=O)NCc2ccc(Cl)cc2)c(O)c2ccccc21
 : 0.4 | 0.0 | 7 | -8 | -13 | 0 | 2.1 | -1.0 | -0.6 | -0.2 | -8
> COC(=O)C1=C(c2ccc(OC)c(OC)c2)C[C@@H]2CC[C@H]1N2C(=O)NCC1CC1
 : -0.8 | 0.4 | 4 | 2 | 2 | -1 | -1.7 | -1.5 | 0.2 | 1.3 | -4
> O=P(O)(O)Cc1ccccc1OP(=O)(c1ccccc1)c1ccccc1
 : -2.1 | 0.4 | 5 | 5 | 4 | 4 | -1.5 | -1.5 | -0.3 | 0.4 | -1
> CC(=O)[C@H]1CCC2C3CC[C@H]4C[C@@H](O)CC[C@]4(C)C3CC[C@@]21C (some centres undefined)
 : -1.7 | 1.0 | 0 | 2 | -1 | 5 | 1.5 | -1.4 | -0.4 | 0.8 | 4
> CN1C2C=C(N(C(=O)c3ccc(Cl)cc3)c3ccccc3)CC1CC2 (centres undefined)
 : 0.8 | 0.0 | -3 | 0 | -1 | 6 | 0.7 | -1.1 | -0.9 | 0.4 | -1
> CCSc1cc(C2C(C#N)=C(N)Oc3n[nH]c(C)c32)c(C)o1 (centres undefined)
 : 1.7 | -0.1 | -8 | -7 | 7 | -4 | -0.4 | -0.6 | -0.7 | 0.5 | 0
> COc1ccc(CN2CCCCC2c2cccnc2)cc1C (centres undefined)
 : 0.9 | 0.9 | 2 | 1 | 2 | 2 | 0.5 | -1.1 | 5.4 | 1.2 | 0
> CCNc1nc(Cl)nc(NC(C)C)n1
 : -0.9 | 0.2 | 11 | 0 | -8 | 2 | -3.4 | -0.9 | 2.5 | 0.3 | -5
> Cc1nnc2n1-c1ccc(Br)cc1C(c1ccccc1Cl)=NC2
 : -1.3 | -0.3 | 2 | 0 | 9 | 3 | -0.6 | -0.8 | -2.3 | 0.3 | 1
> COC(=O)C1=C(c2ccc(S(C)(=O)=O)cc2)C[C@@H]2CC[C@H]1N2C(=O)N1CCC(C)CC1
 : -0.2 | -0.1 | 9 | -2 | 5 | -1 | -1.4 | -0.3 | 1.6 | 0.7 | -3
> CCC1(Cc2ccccc2)C(=O)NC(=S)N(C)C1=O (centres undefined)
 : -2.1 | -0.3 | 17 | 3 | 3 | 2 | -1.4 | -1.3 | -1.5 | 2.7 | 0
> COc1ccc(OC)c(/C=N/OC(=O)Nc2ccc(Cl)cc2)c1
 : 0.4 | -0.4 | 2 | -78 | -201 | -47 | 2.5 | -0.8 | 1.2 | 0.2 | -74
> CN(C)P1(=O)N(C)CCN1C
 : -2.2 | 1.0 | 0 | 7 | 8 | 4 | 0.0 | -1.1 | · | · | 4
> CCCN(CCC)C(=O)Cc1c(-c2ccc(Cl)cc2)nc2c(Cl)cc(Cl)cn12
 : 1.7 | 0.0 | -4 | 2 | -3 | -3 | 0.4 | -0.1 | 1.1 | -0.4 | -5
> CN1[C@@H]2CC[C@H]1CC(OC(=O)C1C=Nc3ccccc31)C2 (some centres undefined)
 : 1.0 | -0.5 | 10 | -2 | -2 | 1 | -1.6 | -1.1 | -1.4 | 0.0 | -5
> CC(C)C(=O)c1cn(Cc2ccc(C#N)cc2)c2ccccc12
 : -1.9 | -0.4 | -11 | 2 | 2 | -1 | 2.2 | -1.7 | -1.0 | -0.6 | 1
> COC(=O)C1=C(c2ccc(S(C)(=O)=O)cc2)C[C@@H]2CC[C@H]1N2C(=O)NCc1ccc(F)cc1
 : -0.6 | 0.3 | -1 | 1 | 6 | 1 | -0.4 | -0.9 | 0.0 | -0.1 | -2
> Cc1c(C(=O)N2CCC3(CC2)OCCO3)sc2ncnc(N(C)c3ccccc3)c12
 : -1.1 | 0.5 | 4 | -13 | 9 | -12 | 0.7 | -1.2 | -0.2 | -0.3 | -1
> COc1cccc(C(c2nnnn2Cc2ccccc2)N2CCC(n3c(=O)[nH]c4ccccc43)CC2)c1OC (centres undefined)
 : -9.9 | -4.6 | -18 | 0 | 16 | 2 | -4.1 | -1.7 | · | · | 4
> Cc1ccc2c(c1)N(C(=O)CCC(=O)N1CCC3(CC1)OCCO3)CC(C)O2 (centres undefined)
 : 0.1 | 0.1 | -3 | -3 | -8 | 1 | -0.1 | -1.0 | 0.3 | -0.4 | -1
> O=c1oc2ccccc2c(O)c1[C@H]1c2ccc(O)cc2Oc2c1c(=O)oc1ccccc21
 : -4.8 | -0.4 | -15 | -7 | 3 | -6 | -2.3 | -0.6 | 0.6 | -2.2 | -5
> CCCNC(=O)N1[C@H]2CC[C@@H]1C(C(=O)OC)=C(c1ccc(S(C)(=O)=O)cc1)C2
 : 2.7 | -0.2 | 7 | 1 | 3 | 1 | -1.4 | -1.4 | 1.9 | -1.1 | -6
> COc1ccc(NC(=O)N2C[C@@H]3C[C@@H](C2)c2cccc(=O)n2C3)cc1
 : -2.2 | -0.4 | 2 | 5 | -5 | 3 | -1.8 | -1.4 | 1.4 | 1.9 | 0
> CC1CC(OC(=O)c2ccccc2)(c2ccccc2)C(C)CN1C (centres undefined)
 : -1.8 | 0.1 | -20 | 4 | 15 | 5 | -1.6 | -1.8 | -1.7 | -1.0 | -4
> C/C(=C\c1ccc(N(C)C)cc1)[N+](=O)[O-]
 : 3.4 | -2.1 | 3 | -1 | 5 | 0 | -1.6 | -1.4 | -6.5 | -1.6 | -1
